GASC-1 inh: human JMJD2C demethylase inhibition; hit rate 0.069% among 330,000; GST-JMJD2C(1-420) H3K9me3 demethylation, DELFIA europium; inhibition, % at 2.35 µM; Q9H3R0; AID 2099;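 active means more than half of a compound's replicate wells show inhibition beyond 50%, single wells judged on their own value; inconclusive means some, but no more than half, of replicates pass 50% inhibition; inactive means no replicate passes 50% inhibition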;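 further: signal counts dimethyl H3K9 product captured on neutravidin plate; 0% = median of DMSO wells and 100% = 0.3 times that DMSO median; strong numbers were not always called active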
Target sequence (Q9H3R0 1-420 limits assumed): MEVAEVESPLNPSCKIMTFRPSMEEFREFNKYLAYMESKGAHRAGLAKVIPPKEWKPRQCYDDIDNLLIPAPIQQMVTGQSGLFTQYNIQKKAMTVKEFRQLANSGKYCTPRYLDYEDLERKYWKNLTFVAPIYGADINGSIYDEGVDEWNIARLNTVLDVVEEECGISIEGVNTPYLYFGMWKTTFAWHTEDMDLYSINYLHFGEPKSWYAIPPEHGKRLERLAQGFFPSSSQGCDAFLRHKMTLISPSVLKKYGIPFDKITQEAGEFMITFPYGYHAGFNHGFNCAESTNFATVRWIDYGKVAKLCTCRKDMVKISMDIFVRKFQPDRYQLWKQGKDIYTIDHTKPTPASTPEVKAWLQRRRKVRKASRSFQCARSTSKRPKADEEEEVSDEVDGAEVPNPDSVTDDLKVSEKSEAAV
PP5 inh: PP5 (human) phosphatase inhibition; P53041; purified PP5c, OMFP substrate fluorescence; inhibition, % at 6.7 µM; hit rate 0.18% among 320,000;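 active means inhibition above the campaign's mean inhibition across all tested compounds plus 3 SD, cut at about 9.5% in these data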;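 further: 0% = DMSO only and 100% = 100 µM cantharidin control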
PP1 inh: PP1-alpha (human) inhibition in PP5 counter-screen; P62136; purified PP1alpha, OMFP fluorescence; inhibition, % at 6.7 µM; hit rate 0.9% among 320,000;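 active means inhibition above the mean inhibition of all tested compounds plus 3 SD, computed separately for each screening campaign, cut at about 15% in these data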
Target sequence (P62136 whole entry, looked up): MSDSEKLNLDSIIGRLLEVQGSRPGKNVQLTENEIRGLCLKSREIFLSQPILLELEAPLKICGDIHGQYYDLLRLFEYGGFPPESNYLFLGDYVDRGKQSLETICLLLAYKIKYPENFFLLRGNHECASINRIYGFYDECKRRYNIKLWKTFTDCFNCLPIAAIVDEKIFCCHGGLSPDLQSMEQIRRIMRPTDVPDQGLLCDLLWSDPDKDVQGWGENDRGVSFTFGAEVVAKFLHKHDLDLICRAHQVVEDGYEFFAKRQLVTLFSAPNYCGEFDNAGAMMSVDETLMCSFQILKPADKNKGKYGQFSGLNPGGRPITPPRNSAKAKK
HCV core dimer: blocks dimerization of HCV core protein; TR-FRET GST/Flag-core106 dimerization, 1536-well; inhibition, % at 5 µM; hit rate 0.33% among 300,000; AID 1899;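 active means inhibition above the mean of all tested compounds plus 3 SD, set per screening campaign, cut at about 45% in these data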
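Material: Tagged HCV core106 pair (GST and Flag) | Amount: GST-core106 13.5 nM, Flag-core106 17 nM | Medium: KF-containing HEPES buffer, pH 7.45, DTT, CHAPS, BSA | Reagent: Eu donor and XL665 acceptor anti-tag antibodies | Schedule: 4 h at 22.5 °C | Technique: Time-resolved FRET, ex 340 nm, em 617 and 671 nm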
PREPL inhibitor: inhibitors of human prolyl oligopeptidase-like enzyme PREPL; Q4J6C6; recombinant PREPL, fluorescence polarization activity-based probe; inhibition, % at 5.96 µM; hit rate 0.68% among 320,000; AID 2751; in the data active means inhibition above about 43%;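 further: 0% = enzyme with DMSO and 100% = wells lacking enzyme; many of its hits are not listed in these tables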
Efflux pump mplx: antifungal efflux pump inhibition, Nile Red retention | S. cerevisiae Candida pump triplex | hit rate 0.44% among 330,000 | AID 485275 | inhibition, % at 10 µM;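 active means plate passing quality check with inhibition over a set limit, or well fluorescence over plate mean plus 4 SD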;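 further: Nile Red retained in pooled yeast measured as flow cytometry median fluorescence; 0% = buffer negative control and 100% = Enniatin B positive control; higher means more Nile Red kept so more efflux inhibition; some compounds called inactive have numbers as strong as hits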
LYPLA2 inh: LYPLA2 (human) inhibition in PME1 counter-screen; AID 2177; recombinant LYPLA2, FP-Rh probe fluorescence polarization; inhibition, % at 5.9 µM; hit rate 0.38% among 320,000;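 active means inhibition above the screen-wide mean plus 3 SD, limit set per campaign, cut at about 26% in these data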;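 further: 0% = LYPLA2 with DMSO and 100% = wells lacking LYPLA2 enzyme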
Target sequence (O95372 whole entry, looked up): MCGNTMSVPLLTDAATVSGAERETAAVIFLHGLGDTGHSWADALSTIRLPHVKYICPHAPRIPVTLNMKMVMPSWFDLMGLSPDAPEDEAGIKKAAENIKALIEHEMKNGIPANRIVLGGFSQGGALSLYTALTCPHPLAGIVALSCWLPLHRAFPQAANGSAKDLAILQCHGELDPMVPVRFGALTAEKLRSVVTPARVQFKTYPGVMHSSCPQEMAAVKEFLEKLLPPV
TPT1 inhibitor: blocks Candida albicans tRNA 2'-phosphotransferase | recombinant caTPT1, FP RNA substrate dephosphorylation | inhibition, % at 5 µM | hit rate 0.81% among 300,000 | AID 1962;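 active means inhibition above the mean of all tested compounds plus 3 SD, set per screening campaign, cut at about 24% in these data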;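 further: plate controls were DMSO alone for no effect and ferristatin control at 100 nM for full effect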
CTSL1 counter: cathepsin L1 inhibition, PFM18AAP counter-screen. AID 1906. hit rate 0.49% among 300,000. inhibition, % at 5.96 µM. recombinant F. hepatica cathepsin L1, Z-Leu-Arg-MCA fluorescence;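 active means inhibition above the mean of all tested compounds plus 3 SD, set per screening campaign, cut at about 17% in these data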;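 further: 0% = plate median of test compound wells and 100% = 1 µM Z-Phe-Ala-diazomethylketone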
Numbers without * were called inactive; ? = inconclusive; . = not tested or not shown. These rows are one share of the data. The share of hits here may be higher or lower than overall.

canonical_smiles | GASC-1 inh | PP5 inh | PP1 inh | HCV core dimer | PREPL inhibitor | Efflux pump mplx | LYPLA2 inh | TPT1 inhibitor | CTSL1 counter
CCCCN1CCN=C1N(C)C | 0 | 0.6 | 0 | -2 | 3 | -0.2 | 1 | 0 | 0
Cc1cc(C)cc(NC(=O)CCC(=O)N2CCSc3ccccc32)c1 | 35 | 1.8 | -6 | 0 | -7 | -0.3 | 3 | -1 | 0
O=C(COC(=O)CNC(=O)c1ccc(Cl)cc1)Nc1ccc(Cl)cc1C(F)(F)F | 3 | 1.6 | 0 | -6 | -11 | -0.1 | 5 | -2 | -4
Cc1cc(C)cc(NC(=O)CN2CCCN(S(=O)(=O)c3ccc(Br)s3)CC2)c1 | -5 | 7.4 | 7 | -1 | 11 | 0.2 | -7 | 3 | -4
CCC(=O)N(Cc1ccco1)C1CC(=O)N(c2ccccc2)C1=O (stereo not given) | -3 | 0.2 | -4 | 4 | 1 | 0.1 | -7 | -1 | 0
Cc1cc(Nc2ccc3c(c2)OCCO3)c2cccc(C)c2n1 | 0 | 3.0 | -1 | 3 | 30 | 0.1 | 3 | -1 | -1
Cc1ccc(Cl)cc1N1CCN(C(=O)c2ccc(CN3CCOCC3)cc2)CC1 | 4 | 1.4 | -3 | 1 | 19 | 0.0 | -1 | 1 | -1
O=c1nc(-c2ccccc2)c2cc(Br)ccc2[nH]1 | 56 | 4.6 | -5 | -15 | 9 | 0.2 | 0 | 0 | 1
CCOc1ccc2nc(NC(=O)COc3ccc(N(C)S(=O)(=O)c4ccc(C)cc4)cc3)sc2c1 | ? | 0.4 | -1 | 7 | -6 | 0.0 | 2 | 0 | -3
CCCCP(=O)(CCCC)Cc1ccccc1O | 2 | 1.5 | 1 | -1 | 4 | 0.1 | -2 | 0 | -3
CCOC(=O)CSc1nc2nc(C)cc(C)n2n1 | 13 | -2.7 | -2 | -7 | 4 | 0.0 | -8 | -4 | 1
COC(=O)c1sccc1NC(=O)C1C2C=CC(C2)C1C(=O)O (stereo not given) | -6 | 3.2 | -3 | 1 | 7 | 0.1 | -1 | -1 | -1
c1ccc2c(c1)ncn2-c1ccc(-c2ccnc(-c3ccncc3)n2)cc1 | -5 | 2.4 | 8 | -2 | 2 | 0.0 | -1 | -8 | 0
Cc1sc(NC(=O)CSc2nc(N)cc(N)n2)c(C#N)c1C | -3 | 0.3 | -1 | -3 | -31 | 0.1 | -1 | -1 | -1
Cc1nn(-c2cc(N(S(C)(=O)=O)S(C)(=O)=O)c(Cl)cc2Cl)c(=O)n1C | -2 | -0.5 | -3 | 2 | 14 | 0.1 | -4 | -1 | 1
COc1cccc(C2=CC(=O)C[C@H](c3ccc(F)cc3)C2)c1OC | 8 | 0.2 | -3 | . | 5 | -0.1 | 2 | . | .
COc1ccc(CN(C)C(c2ccccc2)c2nnnn2-c2ccccc2C)c(OC)c1C (stereo not given) | 6 | 5.5 | -1 | -2 | -5 | 0.4 | -1 | -2 | 1
CCOC(=O)C1(Cc2ccccc2)CCN(Cc2nccn2CC)CC1 | -4 | 2.3 | -4 | 5 | 6 | 0.1 | -4 | 0 | -6
COc1ccccc1CC(=O)Nc1cccc(C(=O)Nc2nccs2)c1 | 3 | 1.2 | -2 | 1 | -18 | 0.0 | -10 | -2 | -2
CC(C(=O)N1CCc2ccccc21)N1CCc2ccccc2C1 (stereo not given) | 0 | 3.2 | 0 | 6 | 8 | -0.6 | 8 | 2 | 0
CN(CC(=O)Nc1cccc(F)c1)C(=O)CCC1CCCCC1 | 7 | -0.4 | -4 | 3 | -3 | 0.1 | 1 | -3 | 2
CC1CCN(C2=C(NS(=O)(=O)c3ccc(Cl)cc3)C(=O)c3ccccc3C2=O)CC1 | -5 | 3.0 | 4 | 11 | 17 | -0.1 | 7 | -3 | 3
COc1ccc(C(=O)Nc2nc(C)c3cc4c(cc3n2)OCO4)cc1 | 1 | -0.4 | -5 | 7 | 0 | -0.2 | -4 | 1 | 0
O=C(Nc1ccc(CN2CCOCC2)cc1)c1ccco1 | 1 | -0.9 | -6 | 8 | -11 | 0.0 | 1 | 1 | -5
O=C(CCSc1nc(-c2ccco2)cc(C(F)(F)F)n1)NCC1CCCO1 (stereo not given) | 3 | -1.4 | 0 | 2 | 5 | -0.1 | 0 | -1 | 4
CCCNC(=O)COC(=O)c1ccc(N2CCCC2)c([N+](=O)[O-])c1 | 0 | 2.1 | -2 | 0 | 22 | 0.2 | -9 | 3 | 2
Cc1ccc(NC(=O)Nc2cnccn2)cc1 | 14 | -2.4 | -10 | -17 | -4 | 0.0 | -8 | 1 | -5
CCN1CCN(C(=S)Nc2ccc(Cl)cc2)CC1 | -3 | 1.8 | -1 | 3 | 1 | 0.0 | -3 | -3 | -4
CSc1ccc(C(=O)C2CCCN(C(=O)CCc3c(C)nn(C)c3C)C2)cc1 (stereo not given) | 0 | -1.0 | -3 | 1 | 13 | 0.1 | 1 | 0 | 1
O=C(N1CCC(n2nc(-c3ccccc3)oc2=O)CC1)C1(c2ccc(Cl)cc2)CC1 | 5 | 2.7 | 1 | 15 | -90 | 0.1 | 7 | -1 | 3

One compound at a time, as listed above. Order of screens: GASC-1 inh	PP5 inh	PP1 inh	HCV core dimer	PREPL inhibitor	Efflux pump mplx	LYPLA2 inh	TPT1 inhibitor	CTSL1 counter
COc1ccc(CN(C)C(c2ccccc2)c2nnnn2-c2ccccc2C)c(OC)c1C (stereo not given) is listed with 6	5.5	-1	-2	-5	0.4	-1	-2	1
O=c1nc(-c2ccccc2)c2cc(Br)ccc2[nH]1 is listed with 56	4.6	-5	-15	9	0.2	0	0	1
Cc1cc(C)cc(NC(=O)CN2CCCN(S(=O)(=O)c3ccc(Br)s3)CC2)c1 is listed with -5	7.4	7	-1	11	0.2	-7	3	-4
CN(CC(=O)Nc1cccc(F)c1)C(=O)CCC1CCCCC1 is listed with 7	-0.4	-4	3	-3	0.1	1	-3	2

Returning to the listing with the six entries that preceded the break.
canonical_smiles | GASC-1 inh | PP5 inh | PP1 inh | HCV core dimer | PREPL inhibitor | Efflux pump mplx | LYPLA2 inh | TPT1 inhibitor | CTSL1 counter
O=C(CCSc1nc(-c2ccco2)cc(C(F)(F)F)n1)NCC1CCCO1 (stereo not given) | 3 | -1.4 | 0 | 2 | 5 | -0.1 | 0 | -1 | 4
CCCNC(=O)COC(=O)c1ccc(N2CCCC2)c([N+](=O)[O-])c1 | 0 | 2.1 | -2 | 0 | 22 | 0.2 | -9 | 3 | 2
Cc1ccc(NC(=O)Nc2cnccn2)cc1 | 14 | -2.4 | -10 | -17 | -4 | 0.0 | -8 | 1 | -5
CCN1CCN(C(=S)Nc2ccc(Cl)cc2)CC1 | -3 | 1.8 | -1 | 3 | 1 | 0.0 | -3 | -3 | -4
CSc1ccc(C(=O)C2CCCN(C(=O)CCc3c(C)nn(C)c3C)C2)cc1 (stereo not given) | 0 | -1.0 | -3 | 1 | 13 | 0.1 | 1 | 0 | 1
O=C(N1CCC(n2nc(-c3ccccc3)oc2=O)CC1)C1(c2ccc(Cl)cc2)CC1 | 5 | 2.7 | 1 | 15 | -90 | 0.1 | 7 | -1 | 3
CC1(C)CC(=O)c2cnc(NC3CC3)nc2C1 | 9 | -0.8 | 1 | -10 | 7 | 0.0 | 3 | 1 | 3
O=C(NCCN1CCCCC1)c1ccc(Oc2cc(Cl)cc(Cl)c2)o1 | -10 | 0.2 | 0 | -7 | -8 | 0.1 | -2 | 0 | -2
CCOC(=O)C1(C(F)(F)F)N=C(c2cccnc2)OC(N2CCCCC2)=N1 (stereo not given) | -5 | 3.0 | -3 | -5 | -1 | 5.5* | -2 | -2 | 4
CCCCN(C(=O)c1ccc(C)o1)c1c(N)n(CC(C)C)c(=O)[nH]c1=O | -4 | -0.4 | -2 | . | 7 | -0.1 | -1 | . | .
COc1ccc(CC(=O)Nc2ccc(S(=O)(=O)Nc3nccc(C)n3)cc2)cc1 | -7 | -0.1 | 2 | -4 | 8 | -0.1 | -2 | 6 | 0
Cc1ccccc1NC(=O)NCc1ccc2c(c1)OCO2 | -5 | 0.5 | 1 | 2 | 1 | 0.0 | -3 | 0 | -2
COc1ccccc1NC(=S)N(Cc1cccnc1)Cc1ccco1 | -1 | -0.4 | 1 | 2 | 7 | -0.1 | -2 | 0 | 4
COc1cc(OC)c(NS(=O)(=O)c2ccc3c(c2)NC(=O)CO3)cc1Cl | -13 | -0.6 | -3 | 10 | -2 | 0.0 | -6 | -2 | 4
CN(Cc1ccccc1NCC(=O)Nc1ccccc1C#N)C1CCCCC1 | 9 | 0.7 | 1 | -2 | -42 | 0.1 | 1 | -3 | -4
c1ccc(-c2nc(-c3ccccn3)no2)cc1 | -9 | -0.6 | -1 | -3 | -1 | 0.0 | 0 | 3 | -2
C=C(C)Cn1c(Sc2nc3ccccc3[nH]2)nc2c1c(=O)[nH]c(=O)n2C | 2 | 3.0 | -1 | -8 | -6 | -0.4 | -1 | -2 | -6
O=c1c2cc(F)ccc2[nH]c(=S)n1CCCN1CCOCC1 | -3 | 1.4 | 0 | 0 | 14 | -0.1 | 7 | 2 | 1
CCOC(=O)c1c(C)[nH]c(C(=O)C(C)OC(=O)c2oc3ccccc3c2COC)c1C (stereo not given) | -4 | 1.8 | 0 | -3 | 12 | -0.1 | -7 | -2 | 4
COc1ccc(OC)c(S(=O)(=O)Nc2ccc(-c3ccc4nnc(C)n4n3)cc2)c1 | -22 | -1.1 | -4 | 15 | 8 | -0.1 | 8 | 1 | 3
CC(=O)Nc1ccc(NC(=O)/C=C/c2ccccc2)cc1 | -1 | 0.3 | 0 | 5 | 3 | 0.0 | 0 | 0 | 0
CCc1nc(Nc2ccncc2)c2oc3ccccc3c2n1 | 3 | 2.3 | -2 | 3 | -1 | -0.2 | 4 | -1 | 1
COC(=O)/C=C1\C(=O)N(c2nc3ccccc3s2)C(=S)N1c1ccc(F)cc1 | -2 | 3.8 | 1 | 4 | 18 | 0.3 | -5 | 4 | 0
CN(C)S(=O)(=O)c1cccc(NC(=O)COC(=O)COc2ccccc2[N+](=O)[O-])c1 | 6 | 1.6 | -2 | -3 | 21 | 0.0 | -1 | -4 | -13
COc1ccc(C(CNC(=O)c2ccc(S(=O)(=O)Nc3ccc(F)cc3)cc2)N(C)C)cc1 (stereo not given) | -5 | 2.2 | -1 | -5 | 1 | 0.0 | -1 | -2 | 0
COc1cccc(CNC(=O)C2CCCN(c3nn4c(=O)cc(C)nc4s3)C2)c1OC (stereo not given) | ? | -1.3 | -1 | -4 | 1 | -0.2 | 0 | 0 | 1
COCC(=O)NCCNc1nc2ccc(C)cc2cc1C | 4 | 4.1 | -1 | -8 | -1 | -0.1 | -1 | 0 | 1
